# Source: PubChem BioAssay (several laboratories)
# PMI inhibitors – inhibitors of human PMI, primary screen, biochemical, fluorescence intensity, coupled assay (AID 1209); actives 0.42% (n = 190,000); purified PMI enzyme, coupled fluorescence intensity; higher % means a stronger effect; one-dose inhibition, % at 20 µM; IC50 in µM for titrated hits;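 further: plate controls were DMSO vehicle for no effect and wells lacking substrate for full effect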
# PMI inhibition – human PMI inhibitors, high substrate, primary screen, biochemical, fluorescence intensity, high mannose 6-phosphate (AID 1220); recombinant PMI enzyme, coupled fluorescence intensity; higher % means a stronger effect; inhibition, % at 20 µM; hits with a dose series show IC50 in µM; actives 0.66% (n = 190,000)
# P. falciparum M1AAP – malaria alanyl aminopeptidase activity blockers – biochemical, fluorogenic H-Leu-NHMec substrate, 1536-well (AID 1445). recombinant M1AAP, H-Leu-NHMec fluorogenic kinetic assay; higher % means a stronger effect. inhibition, % at 30 µM; hits with a dose series show IC50 in µM. actives 0.42% (n = 220,000);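 active means primary inhibition above the hit cutoff, then over 50% inhibition at one or more dose response concentrations, cut at about 23% in these data, passing the limit was not always enough; inconclusive means conflicting primary data, or primary hits not chosen for dose response; inactive means low primary inhibition, or under 50% at every dose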;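 further: plate controls were DMSO full reaction for no effect and no enzyme background for full effect; strong numbers were not always called active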
# SIAH1 antagonists – blockers of Siah-1 interaction with plectin peptide – biochemical, fluorescence polarization, rhodamine-plectin, uHTS, primary screen (AID 1817) | actives 0.02% (n = 290,000) | displacement, % at 20 µM, or IC50 in µM where a hit was titrated | Siah-1 / rhodamine-plectin peptide fluorescence polarization; higher % means a stronger effect;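 active means displacement of at least 50% at 20 µM, with a fluorescence ratio check between 0.3 and a set limit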;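 further: plate controls were Siah plus tracer with DMSO for no effect and tracer alone without Siah for full effect; strong numbers were not always called active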
# XIAP antagonists – small molecules displacing peptide from XIAP – biochemical, IAP family, fluorescence polarization (AID 1018) | XIAP BIR domain, fluorescence polarization peptide displacement; higher % means a stronger effect | actives 0.007% (n = 200,000) | one-dose displacement, % at 20 µM; IC50 in µM for titrated hits; in the data active means displacement above about 50%; further: a part of the inactive calls stands beside numbers as strong as those of hits
# Dynein cargo inh – blocks dynein driven cargo transport along microtubules; 3617.4 mouse cells, GR-EGFP nuclear translocation imaging; test concentration mostly 20 µM; stimulated with dexamethasone, 1 µM; active compounds read low; z-score, hits read low; actives 0.47% (n = 220,000); AID 1381;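 active means plate z-score of nuclear minus cytoplasmic receptor signal below a set negative limit, without overly bright fluorescence or cell loss, cut at about -3.5 in these data, passing the limit was not always enough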;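 further: z-score of nuclear minus cytoplasmic ring GR-EGFP intensity difference per well; some compounds called inactive have numbers as strong as hits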
#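 Schedule: 48 h induction, then 1 h compound, then 30 min agonist, 37 °C. Buffer or medium: tetracycline-free induction medium containing charcoal-stripped FBS. Reagent: 1.0 µM final dexamethasone stimulus. Evaluation: nuclear versus cytoplasmic GR-EGFP signal, averaged per well. Signal: high-content fluorescence imaging after fixation.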
# M17LAP inhibition – P. falciparum M17LAP inhibitors, primary screen, biochemical, fluorogenic H-Leu-NHMec substrate, 1536-well (AID 1619); one-dose inhibition, % at 30 µM; IC50 in µM for titrated hits; actives 0.38% (n = 220,000); recombinant M17LAP, H-Leu-NHMec fluorogenic kinetic assay; higher % means a stronger effect;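 active means compound inhibiting the enzyme by more than half at any dose during confirmatory dose-response retesting; inconclusive means strong single-dose inhibitors picked by rank but not retested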;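 further: plate controls were full reaction with DMSO carrier for no effect and no enzyme background for full effect; strong numbers were not always called active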
# AID2073 – disruptors of CaV2.2 binding to Mint1 – biochemical, HTRF (AID 2073) | HTRF protein-protein interaction, Mint1-CaV2.2; higher % means a stronger effect | inhibition, % at 20 µM; hits with a dose series show IC50 in µM | actives 0.19% (n = 290,000); in the data active means inhibition mostly above about 51%, no sharp cut-off; inconclusive means no clear call, values can overlap the other calls; inactive means mostly below about 53%; further: some results filed as inactive read as strong as hits
# LYP phosphatase – PTPN22 lymphoid phosphatase activity blockers – biochemical, fluorescence intensity, uHTS (AID 1779) | recombinant LYP phosphatase, fluorescence intensity; higher % means a stronger effect | inhibition, % at 11.5 µM, or IC50 in µM where a hit was titrated | actives 0.054% (n = 290,000);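 further: plate controls were vehicle with enzyme for no effect and no enzyme for full effect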
# Dynein cargo inh cytoplasmic EGFP – further read-out of Dynein cargo inh, marked with its call; z-score; measured here: cytoplasmic GR-EGFP intensity; active compounds read high
# Dynein cargo inh nuclear GR-EGFP – second read-out of Dynein cargo inh, no call of its own (marks repeat the call); z-score; measured here: nuclear GR-EGFP intensity;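 lower value marks the stronger effect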
# Dynein cargo inh cell count – also measured in Dynein cargo inh; calls as there; z-score; measured here: cell count per field
# Starred values were filed as active, the others as inactive; ? = inconclusive; . = not tested or not shown. Unless noted, no stated cut-off is given here; in the data, active means inhibition above about 50%; inactive means the rest.
PMI inhibitors	P. falciparum M1AAP	XIAP antagonists	PMI inhibition	AID2073	LYP phosphatase	Dynein cargo inh nuclear GR-EGFP	M17LAP inhibition	Dynein cargo inh cell count	Dynein cargo inh	Dynein cargo inh cytoplasmic EGFP	SIAH1 antagonists	SMILES
11%	7%	-11%	15%	2%	2%	0.27	-6%	0.21	0.41	-0.24	-1%	Cc1ccc(NS(=O)(=O)c2ccc(NC(=O)c3cccs3)cc2)c(C)c1
15%	2%	-3.9%	60%*	-5%	-5%	-0.56	9%	0.57	-0.62	-0.32	-2%	O=C1c2ccccc2C(=O)c2cc(S(=O)(=O)Nc3ccccc3)ccc21
-6%	1%	-2.7%	-3%	-4%	2%	0.086	3%	0.63	0.056	-0.021	-1%	O=C(O)CN1C(=O)SC(Nc2ccc(C(=O)O)cc2)C1=O (stereo unspecified)
17%	90µM*	-2.7%	15%	1%	3%	-0.45	6%	0.74	0.52	-0.27	2%	CCn1c(CNC(=O)c2cccs2)nnc1SCC(=O)NCCc1ccccc1
.	14%	.	.	12%	4%	0.34	4%	-0.5	0.64	-0.2	4%	O=C(COC(=O)c1ccc(NS(=O)(=O)c2cccs2)cc1O)Nc1ccc(F)cc1
4%	9%	-5.9%	19%	-1%	-1%	-0.78	7%	0.36	-1.7	-0.055	-5%	CC1CC(C)CN(C(=O)/C=C/c2ccc([N+](=O)[O-])s2)C1 (stereo unspecified)
7%	6%	-1.3%	-11%	30%	-3%	0.34	11%	-0.73	1.9	-0.24	2%	Cc1ccc(C2=NN=C(NC(=O)CSc3nncn3C)SC2)cc1
17%	0%	-11%	27%	2%	-10%	0.022	-8%	0.77	-0.25	-0.29	1%	COc1ccccc1C(=O)C1CCCN(C(=O)CSc2ccccn2)C1 (stereo unspecified)
-3%	6%	-7.5%	-5%	41%	-1%	-0.00098	13%	0.22	0.65	-0.084	0%	Cc1ccc(N=N/C(=C\O)C(=O)c2ccc(Cl)cc2)cc1
1%	3%	-3.6%	-8%	15%	1%	0.24	6%	0.71	0.36	-0.25	-6%	COc1cc(NC(=O)COC(=O)CSc2ccccc2F)c(C)cc1[N+](=O)[O-]
-8%	6%	1.1%	-4%	-1%	-3%	-0.066	5%	0.92	-0.51	-0.22	2%	COc1ccccc1C1/C(=C(/O)c2ccccc2)C(=O)C(=O)N1CC(C)C (stereo unspecified)
12%	-1%	-3.7%	12%	-5%	-1%	0.54	4%	-0.97	1.2	-0.14	6%	C=CCNC(=O)/C=C/c1cccs1
13%	2%	-7.6%	9%	25%	3%	0.12	1%	0.2	0.21	-0.24	11%	CCCCC(C(=O)OCC(=O)c1ccc(OC)cc1)N1C(=O)c2ccccc2C1=O (stereo unspecified)
-2%	4%	1.7%	-1%	2%	2%	0.53	2%	-1.1	1.7	0.31	-6%	O=[N+]([O-])c1ccc(Nc2nc(NC3CCCCC3)nc(N3CCCC3)n2)cc1
.	-9%	.	.	-15%	-10%	-1.4	-7%	0.51	-2.3	0.097	-5%	Cc1nc(Sc2ccc(Cl)cc2)c(C#N)c(C)c1[N+](=O)[O-]
-5%	7%	-4.0%	4%	-3%	4%	0.52	-7%	0.12	0.31	-0.32	5%	COc1cccc(C(=O)OCC(=O)c2c[nH]c3ccccc23)c1O
7%	6%	1.4%	13%	8%	-4%	0.97	23%	-0.26	0.17	0.0069	-6%	Cc1nnc(Nc2ccc(C(=O)NCCO)cc2)c2ccccc12
11%	2%	-5.0%	7%	-3%	-1%	0.79	6%	-0.61	1.1	-0.14	-2%	CCCOc1ccc(-c2nnc(N)s2)cc1
-2%	1%	-1.6%	4%	2%	-1%	0.52	-6%	-1.1	1.7	-0.32	2%	CCOC(=O)C1CCN(CC(=O)Nc2cc(S(=O)(=O)N3CCOCC3)ccc2C)CC1
12%	0%	-3.3%	-1%	7%	-3%	0.017	0%	0.16	0.27	-0.31	2%	Cc1ccccc1OCCNCC(C)O (stereo unspecified)
11%	3%	-6.4%	2%	-4%	-8%	0.7	-16%	0.35	0.0067	-0.21	15%	Cc1cc([N+](=O)[O-])nn1CCCC(=O)N1CCN(c2ccc(F)cc2)CC1
6%	5%	-5.6%	24%	25%	-4%	1.2	0%	-1.4	2.1	-0.097	4%	CCC(=O)c1cc2c(C)cc(=O)oc2c(C)c1O
13%	2%	-4.0%	6%	2%	3%	0.29	-5%	0.63	0.03	-0.24	-3%	CCN(CC)S(=O)(=O)c1cc(C(=O)Nc2ccc(Cl)cn2)ccc1C
12%	4%	-6.4%	7%	8%	6%	-0.46	0%	0.4	-0.64	-0.25	-2%	COc1ccccc1OCC(=O)NCC1CCCCC1
-6%	3%	0.0%	5%	0%	-6%	0.49	11%	-0.21	0.34	-0.23	-7%	O=C(COC(=O)Cc1cccc(C(F)(F)F)c1)Nc1ccc2c(c1)OCCO2

# The final 2 records of the section above come first, to join the parts:
PMI inhibitors	P. falciparum M1AAP	XIAP antagonists	PMI inhibition	AID2073	LYP phosphatase	Dynein cargo inh nuclear GR-EGFP	M17LAP inhibition	Dynein cargo inh cell count	Dynein cargo inh	Dynein cargo inh cytoplasmic EGFP	SIAH1 antagonists	SMILES
12%	4%	-6.4%	7%	8%	6%	-0.46	0%	0.4	-0.64	-0.25	-2%	COc1ccccc1OCC(=O)NCC1CCCCC1
-6%	3%	0.0%	5%	0%	-6%	0.49	11%	-0.21	0.34	-0.23	-7%	O=C(COC(=O)Cc1cccc(C(F)(F)F)c1)Nc1ccc2c(c1)OCCO2
-5%	-8%	-1.9%	-5%	-3%	-9%	0.14	-17%	0.63	0.57	-0.06	0%	COc1cc2cnncc2cc1OC
5%	2%	-5.3%	3%	6%	-6%	-0.44	7%	0.28	-0.66	-0.16	-7%	Cn1c(CSc2ccccc2)c(C#N)c2ccccc21
-11%	3%	-4.1%	-13%	4%	-8%	-0.51	1%	0.44	-0.53	-0.38	5%	CC(=O)N1CCC(=O)Nc2ccc([N+](=O)[O-])cc21
17%	10%	-3.6%	18%	-6%	-2%	-0.19	-10%	0.58	-0.67	-0.23	1%	COc1ccc(OCCOC(=O)c2cccs2)cc1
13%	-3%	2.6%	3%	1%	-10%	0.097	9%	0.092	-0.65	-0.19	6%	Fc1ccc(CN2CCCCCCC2)c(F)c1
-21%	4%	-2.0%	-14%	-3%	-2%	-0.3	2%	0.38	-0.85	-0.26	2%	COc1ccc(CNc2nc(-c3cccnc3)nn2S(C)(=O)=O)cc1
-3%	14%	-1.4%	-18%	17%	8%	-1.7	8%	-0.34	-3.4	0.42	4%	CC(C)OC(=O)c1cn(-c2ccccc2)nc1-c1ccco1
11%	7%	-1.1%	0%	26%	0%	-0.22	-3%	0.81	-0.17	-0.24	2%	O=C(O)C1C2C=CC(O2)C1C(=O)Nc1ccc(S(=O)(=O)N2CCc3ccccc32)cc1 (stereo unspecified)
3%	-4%	-10%	6%	2%	0%	2	3%	-1.8	3.3	0.11	0%	CN(C)c1cc[nH]c(=O)c1C#N
7%	-4%	-1.8%	9%	0%	-1%	-0.04	63%	0.67	-0.59	-0.071	8%	CCOc1c(C(N)=O)c(-c2ccccc2)c2c(=O)[nH]c3ccccc3n12
-5%	-5%	-8.5%	-12%	-9%	-5%	0.27	-5%	0.82	0.5	-0.18	-2%	CN1CCN(C2CC(=O)N(c3ccc4c(c3)OCCO4)C2=O)CC1 (stereo unspecified)
8%	-5%	-4.1%	5%	-3%	-12%	0.14	-2%	0.085	-0.17	-0.0082	14%	OCC1(CCOc2ccccc2)CCN(Cc2ccc3cccc(F)c3n2)CC1
-4%	3%	-1.6%	3%	-10%	-8%	0.78	2%	-0.93	0.49	-0.26	-5%	COc1ccc(N(CC(=O)Nc2ccc3c(c2)OCO3)S(C)(=O)=O)c(OC)c1
13%	1%	-3.0%	11%	-2%	-2%	1.8	-1%	-2.5	2.1	0.016	2%	CCS(=O)(=O)c1ccc(O)c(NC(=O)Nc2ccccc2)c1
.	-3%	.	.	?	3%	0.75	7%	-0.47	0.067	0.056	-1%	O=C(N/N=C/c1ccccn1)NC12CC3CC(CC(C3)C1)C2
-3%	-3%	-4.4%	-6%	-11%	-5%	-0.17	2%	0.72	-0.48	0.074	-10%	CCn1c(SCC(=O)NC(C)(C)C)nnc1-c1ccccn1
26%	4%	-3.2%	.	-30%	-3%	-0.88	0%	0.45	-0.02	-0.24	3%	CN1c2ccccc2C(C)(C)C12C=Nc1c(ccc3ccccc13)O2 (stereo unspecified)
.	0%	.	.	4%	-7%	0.43	10%	-0.7	-0.6	-0.19	2%	CC(CN1CCN(C)CC1)OC(=O)c1cccc(Cl)c1 (stereo unspecified)
5%	4%	-3.8%	2%	-4%	-11%	0.2	3%	0.58	-0.24	-0.25	0%	CCC(C)(NC(=O)c1ccccn1)C(=O)NC1CCCCC1 (stereo unspecified)
-6%	-9%	0.1%	-12%	-3%	-4%	0.02	-7%	0.71	0.43	0.062	5%	COc1ccc(OC)c(CNC(=O)c2cc(=O)[nH]c3ccc(S(=O)(=O)N4CCCC4)cc23)c1
5%	8%	-7.4%	5%	-3%	-4%	-0.14	-1%	0.078	0.00062	-0.23	2%	C=CCn1c(SCC(N)=O)nnc1-c1cc(Br)ccc1O
10%	5%	-4.0%	12%	16%	0%	1	-2%	-0.79	1.7	-0.28	11%	Cc1ccc(S(=O)(=O)Nc2ccc3c(c2)n(C)c(=O)n3C)c(C)c1
.	1%	.	.	-4%	-4%	0.29	-2%	-0.67	-0.41	-0.22	0%	CCn1c(SCC(=O)Nc2ccccc2)nnc1-c1cccs1
0%	6%	-1.7%	10%	28%	1%	1.1	19%	-1.3	2.2	-0.12	4%	CCN(CC)C(=S)SCC(=O)Nc1nc(=O)c2ccccc2s1
-1%	4%	1.2%	-7%	-6%	-2%	-0.062	-2%	0.58	-0.72	-0.22	0%	Clc1ccc(-c2nnc3n2CCCS3)cc1
.	12%	.	.	-10%	-1%	0.26	22%	1.2	-0.3	-0.28	0%	OC[C@H]1OC(Nc2ccc(N=Nc3ccccc3)cc2)[C@@H](O)[C@@H](O)[C@@H]1O (stereo partly specified)
8%	9%	-3.6%	1%	16%	-10%	-0.31	8%	-0.041	-0.34	-0.18	-8%	Cn1c(N/N=C2\CCCc3ccccc32)nc2c1c(=O)n(Cc1ccc(F)cc1)c(=O)n2C

# Compounds as they come (roughly 2.1% active in at least one column).
